Screening results from PubChem BioAssay.
Diaphorase act: counter-screen for diaphorase-based assays: diaphorase activators and chemical reducers. Diaphorase/resazurin coupled assay, resorufin fluorescence, 16 min; active compounds read high; 1 = vehicle wells, 0 = NADH-free wells. activation factor at 20 µM. 0.005% of 190,000 active;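 active = diaphorase activity raised at least twofold by the compound at 20 µM; inactive = activation factor below 2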
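Material: purified diaphorase enzyme from Clostridium kluyveri / Medium: HEPES pH 7.4 buffer with MgCl2 and Tween 20 / Schedule: enzyme reaction of 16 min at room temperature / Measured by: resorufin fluorescence, excitation 544 nm, emission 590 nm / Evaluation: rise in resorufin formation, marking diaphorase activation or chemical reduction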
TNAP inh no acc: inhibitors of human TNAP without phosphate acceptor | purified TNAP, CDP-star luminescence, 30 min | inhibition, % at 20 µM | 0.26% of 200,000 active | AID 1012;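 active = tissue-nonspecific alkaline phosphatase inhibition above about 50% at 20 µM in the single-dose screen, limit read from the data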;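 note: 0% = DMSO negative control and 100% = EDTA positive control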
TNAP act hiacc: activators of human TNAP at high phosphate acceptor concentration | P05186 | purified TNAP, CDP-star luminescence, 1 M DEA, 30 min; active compounds read high; 0 = EDTA background, 1 = DMSO-only activity | activation factor at 20 µM | 200,000 tested, under 10 active | AID 1136;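 active = activation factor at least 2 at 20 µM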
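Assay system: human TNAP; Input: enzyme diluted 1/800 final; Reagent: CDP-star luminogenic substrate at 100 µM final; Timing: 30 min, room temperature; Signal: luminescence; Evaluation: TNAP activation factor scaled between EDTA and DMSO control wells.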
G6PDH counter: counter-screen for G6PDH assay hits: L. mesenteroides G6PDH inhibition; 0.12% of 200,000 active; AID 1020; inhibition, % at 5 µM; Purified L. mesenteroides G6PDH, diaphorase/resazurin coupled fluorescence, 45 min; in the data active = inhibition above about 50%
FLuc stim CS: affects firefly luciferase, flagging false hits in luciferase stimulation screens | P08659 | activation factor at 10 µM | ATPlite luciferase biochemical, luminescence, 10 min; 0 = ATP-free wells, 1 = DMSO control | 200,000 tested, under 10 active;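 active = luciferase activation factor, scaled between plate controls, of at least 2 with compound at 10 µM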
Target sequence (P08659 whole entry, looked up): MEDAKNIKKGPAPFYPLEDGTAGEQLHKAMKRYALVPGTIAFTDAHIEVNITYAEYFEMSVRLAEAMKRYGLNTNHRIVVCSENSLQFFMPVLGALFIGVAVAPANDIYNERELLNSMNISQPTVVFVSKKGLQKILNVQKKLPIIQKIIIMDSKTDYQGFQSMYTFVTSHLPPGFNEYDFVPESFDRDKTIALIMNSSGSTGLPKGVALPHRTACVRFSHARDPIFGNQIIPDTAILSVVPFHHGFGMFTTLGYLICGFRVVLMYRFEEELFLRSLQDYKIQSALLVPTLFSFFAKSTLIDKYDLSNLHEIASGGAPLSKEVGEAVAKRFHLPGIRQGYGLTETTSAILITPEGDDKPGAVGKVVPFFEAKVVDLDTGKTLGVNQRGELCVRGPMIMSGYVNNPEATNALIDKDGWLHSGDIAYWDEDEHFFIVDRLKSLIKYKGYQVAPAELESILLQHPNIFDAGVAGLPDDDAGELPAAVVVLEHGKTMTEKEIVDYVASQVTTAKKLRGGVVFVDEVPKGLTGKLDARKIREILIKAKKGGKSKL
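Material: Luciferase/luciferin reagent mix; Doses: test compounds dosed from 2 mM stocks in 100% DMSO; Schedule: 10 min incubation after luciferase reagent addition, room temperature; Measured by: luminescence from luciferase reaction; Read-out: luminescence gain marking luciferase activators.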
TNAP inh hi DEA: TNAP (human) inhibition, high acceptor | inhibition, % at 20 µM | 0.03% of 200,000 active | purified TNAP, CDP-star luminescence, 1 M DEA | P05186 | AID 1135;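 active = over 50% inhibition of tissue-nonspecific alkaline phosphatase at 20 µM in the single-dose screen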;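 note: plate controls were DMSO wells for no effect and EDTA-quenched wells as full inhibition for full effect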
PMI act hi M6P: PMI (human) activation, high substrate; P34949; coupled PMI enzyme assay, resazurin fluorescence, 20 min; active compounds read high; 1 = untreated enzyme, 0 = substrate-free blank; AID 1216; 0.34% of 190,000 active; activation factor at 20 µM;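 active = activation factor of 2 or more at 20 µM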
Target sequence (P34949 whole entry, looked up): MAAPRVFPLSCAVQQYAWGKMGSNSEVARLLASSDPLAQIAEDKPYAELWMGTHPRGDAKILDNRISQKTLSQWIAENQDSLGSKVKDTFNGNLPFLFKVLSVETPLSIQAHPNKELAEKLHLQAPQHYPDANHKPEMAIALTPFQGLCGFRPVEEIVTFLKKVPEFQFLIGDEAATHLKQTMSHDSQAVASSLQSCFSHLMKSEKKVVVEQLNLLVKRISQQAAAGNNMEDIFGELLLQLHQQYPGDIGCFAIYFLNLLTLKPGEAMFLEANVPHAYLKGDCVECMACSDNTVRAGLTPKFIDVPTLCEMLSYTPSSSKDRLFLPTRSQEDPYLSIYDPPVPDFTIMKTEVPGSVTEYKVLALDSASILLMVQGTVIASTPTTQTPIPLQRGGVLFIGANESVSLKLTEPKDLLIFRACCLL
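Technique: Diaphorase-driven resazurin-to-resorufin fluorescence, excitation 544, emission 590 nm | Assay system: Human PMI in coupled enzyme assay | Times: Enzyme reaction with compound 20 min at room temperature | Medium: HEPES-buffered pH 7.4 with magnesium and detergent | Reagent: Mannose-6-phosphate 1.0 mM (near-saturating) plus 0.22 mM NADP+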
Efa HMGR inh: blocks class II HMG-CoA reductase of Enterococcus faecalis. 0.41% of 190,000 active. purified E. faecalis HMGR, NADPH absorbance 340 nm kinetic. inhibition, % at 10 µM;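 active = inhibition above a set limit, the median over all tested compounds plus 3 SD, cut at about 9.5% in these data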;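 note: enzyme runs in reverse so mevalonate oxidation gives rising NADPH absorbance; 0% = complete reaction with DMSO and 100% = background rate lacking mevalonate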
Diaphorase inh: counter-screen for diaphorase-based assays: diaphorase inhibitors and chemical oxidizers; diaphorase resazurin-to-resorufin fluorescence, NADH, 16 min; bacterial (C. kluyveri) enzyme, not human; inhibition, % at 20 µM; 0.69% of 190,000 active; AID 1217;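 active = primary screen inhibition at 20 µM above a set limit, cut at about 50% in these data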;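 note: plate controls were DMSO with full reaction for no effect and wells lacking NADH for full effect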
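System: Bacterial diaphorase enzyme (C. kluyveri) | Incubation: 16-min room-temperature incubation before reading | Benchmarks: No-NADH positive control and DMSO neutral control | Measured by: Resorufin fluorescence 544/590 nm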
PMI act: activators of human phosphomannose isomerase. P34949. purified human PMI, coupled resazurin fluorescence, 20 min; active compounds read high; 1 = vehicle control, 0 substrate-free wells. activation factor at 20 µM. 0.005% of 190,000 active;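 active = activation factor of 2 or more at 20 µM, relative to plate controls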
Starred values were filed as active, the others as inactive.

SMILES	Diaphorase act	TNAP inh no acc	TNAP act hiacc	G6PDH counter	FLuc stim CS	TNAP inh hi DEA	PMI act hi M6P	Efa HMGR inh	Diaphorase inh	PMI act
O=C(c1ccc(F)cc1)c1c[nH]c(C(=O)NCc2cccnc2)c1	1	-10	1	-1	1.1	-4	1	-3	5	1
Cc1cccc(Nc2nnc(SC/C(O)=C(\C#N)c3nc4ccccc4[nH]3)s2)c1	0.9	-13	1.1	4	1	-6	0.9	-4	8	1
O=C(NCc1nc2ccccc2[nH]1)C1CCCCC1	1	-12	1	19	1.1	-5	1	4	3	1
COc1ccc(CCNC(=O)/C(C#N)=C/c2cccc(OCc3ccccc3)c2)cc1OC	0.8	-4	1.1	-1	1.1	-7	0.9	-1	25	0.9
Cc1ccc(NC(=O)CCC(=O)NNC(=O)c2ccccc2Cl)c(C)c1	1	-16	1	16	1	-2	1	2	2	1
CC1CCCCN1C(=S)NCc1ccco1 (configuration not stated)	0.9	-13	1.1	7	1.1	-5	1.1	3	8	1.1
COc1ccc2[nH]c(-c3cccc(F)c3)cc(=O)c2c1	0.9	-6	1	30	0.7	-2	1.1	-4	6	1.2
C/C(=N\NC(=O)c1cccc(F)c1)c1ccc(Br)s1	1	-8	1	4	1	-1	1	-13	2	1
COc1ccc2[nH]c3c(=O)n(CCCCC(=O)NCCN4CCCC4)c(=S)[nH]c3c2c1	0.7	-1	1	6	1	-2	0.9	0	26	0.8
CCOCCCNC(=O)/C(C#N)=C/c1ccc(C(=O)OC)cc1	1	-3	1	3	1	0	0.9	-3	3	0.9
O=C(CN1CCNCC1)NCCSc1ccc(Cl)cc1	1	-6	1	5	1	0	1	-3	-2	1.1
O=C(c1ccccc1S(=O)(=O)NCc1ccccc1)N1CCCCC1	0.9	-16	1	1	1.1	-4	1	2	10	1
N#Cc1ccccc1Sc1ccccc1C(=O)OCC(=O)N1CCN(C(=O)c2ccco2)CC1	0.8	-9	1	9	1	-2	1	-1	21	1
O=C1CC(c2ccccc2)C(=O)N1c1cccc(O)c1 (configuration not stated)	0.8	-11	1.1	4	1	-5	0.9	0	19	0.8
CNC(C)c1cc(OC)ccc1OC (configuration not stated)	1	-10	1.1	6	1.1	-5	1.1	3	2	1
COC(=O)c1ccccc1NC(=O)c1nc2nc(C)cc(C)n2n1	0.9	-14	1.1	-7	1.1	-5	1	-2	14	0.9
CCOC(=O)c1cc(C#N)c(Oc2ccc(F)cc2)nc1-c1ccccc1	0.9	-1	1	5	1	-3	0.9	-4	8	0.8
CCN(CC)c1nc(-c2ccccc2)cc(C(F)(F)F)c1C#N	0.8	-12	1	-21	1	2	0.8	-4	15	0.8
Cc1onc(-c2ccccc2Cl)c1C(=O)OCC(=O)Nc1cccc(S(=O)(=O)N(C)C)c1	1	-1	1	5	1	-2	0.9	-13	2	1
CCOc1ccccc1CN(Cc1ccco1)S(=O)(=O)c1ccc(-n2cnnn2)c(OC)c1	0.9	-4	1	11	1	-3	0.9	-7	15	0.8
O=C(NCc1ccco1)c1cnn2c(C(F)(F)F)cc(-c3cccs3)nc12	0.4	-14	1	9	1	0	1	2	58*	1
Cc1ccc(OCC(=O)N/N=C/c2ccncc2)cc1	0.9	-10	1	4	0.9	-4	1	-5	11	1
COc1ccc(C2=Nc3cccc4cccc(c34)N2)cc1	0.8	-9	1	21	0.9	2	0.5	2	23	0.7
CC(C)CCNC(=O)/C=C/c1ccc(Br)cc1	0.9	-7	1	3	0.9	-4	0.9	3	8	0.9

For reference, 11 of the compounds above:
SMILES	Diaphorase act	TNAP inh no acc	TNAP act hiacc	G6PDH counter	FLuc stim CS	TNAP inh hi DEA	PMI act hi M6P	Efa HMGR inh	Diaphorase inh	PMI act
O=C1CC(c2ccccc2)C(=O)N1c1cccc(O)c1 (configuration not stated)	0.8	-11	1.1	4	1	-5	0.9	0	19	0.8
CNC(C)c1cc(OC)ccc1OC (configuration not stated)	1	-10	1.1	6	1.1	-5	1.1	3	2	1
COC(=O)c1ccccc1NC(=O)c1nc2nc(C)cc(C)n2n1	0.9	-14	1.1	-7	1.1	-5	1	-2	14	0.9
CCOC(=O)c1cc(C#N)c(Oc2ccc(F)cc2)nc1-c1ccccc1	0.9	-1	1	5	1	-3	0.9	-4	8	0.8
CCN(CC)c1nc(-c2ccccc2)cc(C(F)(F)F)c1C#N	0.8	-12	1	-21	1	2	0.8	-4	15	0.8
Cc1onc(-c2ccccc2Cl)c1C(=O)OCC(=O)Nc1cccc(S(=O)(=O)N(C)C)c1	1	-1	1	5	1	-2	0.9	-13	2	1
CCOc1ccccc1CN(Cc1ccco1)S(=O)(=O)c1ccc(-n2cnnn2)c(OC)c1	0.9	-4	1	11	1	-3	0.9	-7	15	0.8
O=C(NCc1ccco1)c1cnn2c(C(F)(F)F)cc(-c3cccs3)nc12	0.4	-14	1	9	1	0	1	2	58*	1
Cc1ccc(OCC(=O)N/N=C/c2ccncc2)cc1	0.9	-10	1	4	0.9	-4	1	-5	11	1
COc1ccc(C2=Nc3cccc4cccc(c34)N2)cc1	0.8	-9	1	21	0.9	2	0.5	2	23	0.7
CC(C)CCNC(=O)/C=C/c1ccc(Br)cc1	0.9	-7	1	3	0.9	-4	0.9	3	8	0.9

(continued)
SMILES	Diaphorase act	TNAP inh no acc	TNAP act hiacc	G6PDH counter	FLuc stim CS	TNAP inh hi DEA	PMI act hi M6P	Efa HMGR inh	Diaphorase inh	PMI act
CC(C)(C)NC(=O)CN(C(=O)c1csnn1)c1cccc2c1CCCC2	0.9	-15	1.1	4	1	-5	1	-3	9	1
CCNc1oc(COc2cccc(C)c2)nc1C#N	0.8	-10	1.1	0	1.1	-8	0.9	1	19	1
COc1ccc(NC(=O)C(C)SCc2ccccc2)cc1 (configuration not stated)	1	-2	1	14	1	-1	1	5	-4	1
Cc1ccc(Cn2nnc3c(=O)[nH]c(C4CCN(C(=O)Cc5cccs5)CC4)nc32)cc1	0.8	-8	1	1	1.1	-3	1	-1	18	1
CN(C)c1ccc(NC(=O)CN2CCC(N3CCCCC3)CC2)cc1	0.8	2	1.1	20	1.1	-6	0.9	-13	18	0.8
Cc1ccc(CNc2nc(N)c([N+](=O)[O-])c(NCc3ccccc3)n2)cc1	0.9	-11	1	3	1	2	1	-5	5	1
C#CC(C)(CC)NC(=O)Cn1nnc(-c2ccc(S(C)(=O)=O)cc2)n1 (configuration not stated)	0.9	-6	1.1	3	1.1	-5	0.9	1	15	0.9
CCOCCc1nnc(NC(=O)c2ccc(OC)c(OC)c2)s1	0.9	-8	1	2	1	1	0.9	-10	8	0.9
COc1ccc(-c2[nH]ncc2CN2CCC(C(=O)N3CCOCC3)CC2)c(F)c1	1	68*	1	11	1	1	1	-2	2	0.9
Cc1ccc(OCC(=O)N/N=C\c2ccncc2)c(C)c1	1	1	1	-1	1	-3	1.1	-1	0	1
COc1ccc(CN2CCN(CCc3ccccc3)C(CCO)C2)c(O)c1 (configuration not stated)	0.8	2	1	18	1	-1	0.7	6	19	0.8
CC(=O)c1ccc2c(c1)C1C=CCC1C(c1ccncc1)N2 (configuration not stated)	0.8	-1	1	7	1	3	0.8	-8	20	1.1
COC(=O)c1ccc(COc2cc(O)c3c(c2)OC(C)(C)CC3=O)cc1	1	-8	1.1	14	1	-8	1	-1	3	0.9
CCn1c(-c2ccccc2SC)n[nH]c1=S	0.9	21	1.1	2	1	-5	1	0	13	0.9
COc1ccc(Cc2nnc(SCc3ccc([N+](=O)[O-])cc3)o2)cc1	1	-13	1	2	1	-3	1.1	2	4	1
CCOC(=O)/C(=N\Nc1ccccc1[N+](=O)[O-])c1csc(Nc2ccccc2)n1	0.8	23	0.7	3	0.9	34	0.9	-5	16	0.9
O=C(Oc1ccc(/C=N/n2cnnc2)cc1)c1cccc([N+](=O)[O-])c1	0.9	-10	1	3	1.1	-2	0.9	-3	5	0.9
Cc1c(NC(=O)CN2C(=O)NC(C)(c3ccccc3Cl)C2=O)c(=O)n(-c2ccccc2)n1C (configuration not stated)	1	0	1	7	1	2	1.1	1	4	1
COc1ccc(/C=N/NC(=O)c2nn(-c3ccc(Cl)cc3)c(=O)c3c(N)scc23)cc1	0.5	-4	1	12	0.9	-5	0.6	-3	50*	0.5
C=C(C(=O)O)C(CCCCCC)C(=O)O (configuration not stated)	1.2	1	1	9	1	3	0.6	-1	-23	1
CCOC(=O)c1ccc(NC(=S)N2CCSC2c2ccc(Cl)cc2)cc1 (configuration not stated)	0.8	-15	1	9	1	5	0.8	-2	16	0.8
CCn1c(SCC(=O)Nc2cccc(NC(=O)c3cccs3)c2)nnc1-c1ccncc1	0.9	-14	1	-3	1	-4	0.9	-1	14	1
CCOc1cc(C2Nc3ccccc3C(=O)N2c2ccccc2)ccc1O (configuration not stated)	0.9	-17	1.1	-4	1.1	-8	0.9	4	10	1
CC1CCN(C(=O)CSc2nc3ccccc3[nH]2)CC1	1	-6	1	-10	1	-5	1	-1	-1	0.9
CCN(CC)C(=O)C1CCN(Cc2cccc(OCc3ccccc3)c2)CC1	0.8	-8	1	-1	1	0	1.1	-7	18	1
CCCCNC(=O)CC1C(=O)N(Cc2ccccc2)C(C)c2nc3ccccc3n21 (configuration not stated)	1	9	0.9	5	0.9	6	1.1	-3	-1	1.1
COc1ccc(NC(=O)c2cc(C)on2)cc1	1	-5	1	9	0.8	-4	1	-1	2	1.1
CCOC(=O)C1CCCN(c2c(NCCCN(CC)c3cccc(C)c3)c(=O)c2=O)C1 (configuration not stated)	0.9	-9	1	1	1	1	1	0	9	0.9
Cc1nn(-c2ccccn2)c2c1C(c1c(F)cccc1Cl)C1=C(N2)c2ccccc2C1=O (configuration not stated)	0.9	13	0.9	-3	1	6	1.1	0	9	1.1
